NR2F2 inh: inhibitors of human COUP-TFII (NR2F2); P24468; HEK293T NGFI-A luciferase reporter, luminescence; inhibition, % at 8.6 µM; 0.7% of 370,000 active;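 active = inhibition above a per-plate cutoff, mean inhibition of test wells between control levels plus 3 SD, cut at about 38% in these data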;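 also: cells cotransfected with COUP-TFII expression vector driving the NGFI-A reporter; 0% = median of COUP-TF2 test wells and 100% = reporter-only cells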
NCOA2 inhibitor: human SRC2 (NCOA2) inhibition | Q15596 | HEK293 GAL4-SRC2 luciferase reporter, luminescence | inhibition, % at 9 µM | 0.17% of 370,000 active | AID 651957;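 active = inhibition above the mean inhibition of all tested compounds plus 3 SD, set per campaign, cut at about 52% in these data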;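 also: 0% = DMSO treated cells and 100% = cells given Gossypol at 36 µM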
Exocytosis inh: lytic granule exocytosis inhibition | 0.66% of 360,000 active | TALL-104 LAMP-1 surface exposure, flow cytometry; cells stimulated with thapsigargin and PMA | inhibition, % at 10 µM;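 active = inhibition above about 55%, limit read from the data; inconclusive = no clear call, values can overlap the other calls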
TROY signal inh: blocks TROY-dependent signaling in reporter cells | Q293 LMP1-TROYcd NF-kB luciferase reporter, 4 h | inhibition, % at 10 µM | 0.98% of 360,000 active | AID 1347056;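 active = compounds whose plate-normalised and pattern-corrected inhibition of the luciferase reporter signal at the single screening dose is 50% or more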
ABHD5 PLIN5 PPI: ABHD5-PLIN5 protein interaction inhibition. Q00G26+Q8WTS1. Split G. princeps luciferase complementation, luminescence, 4 h. inhibition, % at 4 µM. 0.78% of 360,000 active. AID 602281;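 active = inhibition above the mean inhibition across every tested compound plus 3 SD, cut at about 22% in these data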;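 also: 0% = DMSO only wells and the 100% control is not disclosed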
TLR9-MyD88 inh: inhibitors of human TLR9-MyD88 binding. CHO BLA complementation TLR9-MyD88, CCF4 FRET ratio. AID 504734. inhibition, % at 4.98 µM. 0.21% of 340,000 active;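 active = inhibition above the mean over all tested compounds plus 3 SD, cut at about 21% in these data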;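 also: 0% = DMSO only wells and 100% = clavulanate BLA inhibitor control wells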
NCOA3 inh: inhibitors of human steroid receptor coactivator 3 (SRC3); HEK293 GAL4-SRC3 luciferase reporter, luminescence; inhibition, % at 3.6 µM; 0.17% of 360,000 active; AID 588352;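 active = inhibition above a per-campaign cutoff, the mean of all compounds plus 3 SD, cut at about 60% in these data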;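 also: 0% = DMSO-treated cells and 100% = gossypol-treated cells at 36 µM; higher means less SRC3-driven luciferase light from the GAL4 reporter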
SRC1 inh: inhibits human SRC1 coactivator; HEK293 GAL4-SRC1 luciferase reporter, luminescence; Q15788; inhibition, % at 3.6 µM; 0.12% of 360,000 active;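 active = inhibition above the campaign mean plus 3 SD, with each screening campaign given its own cutoff, cut at about 60% in these data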;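 also: 0% = DMSO treated cells and 100% = gossypol at 36 µM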
Target sequence (Q15788 whole entry, looked up, the tested form may be a part): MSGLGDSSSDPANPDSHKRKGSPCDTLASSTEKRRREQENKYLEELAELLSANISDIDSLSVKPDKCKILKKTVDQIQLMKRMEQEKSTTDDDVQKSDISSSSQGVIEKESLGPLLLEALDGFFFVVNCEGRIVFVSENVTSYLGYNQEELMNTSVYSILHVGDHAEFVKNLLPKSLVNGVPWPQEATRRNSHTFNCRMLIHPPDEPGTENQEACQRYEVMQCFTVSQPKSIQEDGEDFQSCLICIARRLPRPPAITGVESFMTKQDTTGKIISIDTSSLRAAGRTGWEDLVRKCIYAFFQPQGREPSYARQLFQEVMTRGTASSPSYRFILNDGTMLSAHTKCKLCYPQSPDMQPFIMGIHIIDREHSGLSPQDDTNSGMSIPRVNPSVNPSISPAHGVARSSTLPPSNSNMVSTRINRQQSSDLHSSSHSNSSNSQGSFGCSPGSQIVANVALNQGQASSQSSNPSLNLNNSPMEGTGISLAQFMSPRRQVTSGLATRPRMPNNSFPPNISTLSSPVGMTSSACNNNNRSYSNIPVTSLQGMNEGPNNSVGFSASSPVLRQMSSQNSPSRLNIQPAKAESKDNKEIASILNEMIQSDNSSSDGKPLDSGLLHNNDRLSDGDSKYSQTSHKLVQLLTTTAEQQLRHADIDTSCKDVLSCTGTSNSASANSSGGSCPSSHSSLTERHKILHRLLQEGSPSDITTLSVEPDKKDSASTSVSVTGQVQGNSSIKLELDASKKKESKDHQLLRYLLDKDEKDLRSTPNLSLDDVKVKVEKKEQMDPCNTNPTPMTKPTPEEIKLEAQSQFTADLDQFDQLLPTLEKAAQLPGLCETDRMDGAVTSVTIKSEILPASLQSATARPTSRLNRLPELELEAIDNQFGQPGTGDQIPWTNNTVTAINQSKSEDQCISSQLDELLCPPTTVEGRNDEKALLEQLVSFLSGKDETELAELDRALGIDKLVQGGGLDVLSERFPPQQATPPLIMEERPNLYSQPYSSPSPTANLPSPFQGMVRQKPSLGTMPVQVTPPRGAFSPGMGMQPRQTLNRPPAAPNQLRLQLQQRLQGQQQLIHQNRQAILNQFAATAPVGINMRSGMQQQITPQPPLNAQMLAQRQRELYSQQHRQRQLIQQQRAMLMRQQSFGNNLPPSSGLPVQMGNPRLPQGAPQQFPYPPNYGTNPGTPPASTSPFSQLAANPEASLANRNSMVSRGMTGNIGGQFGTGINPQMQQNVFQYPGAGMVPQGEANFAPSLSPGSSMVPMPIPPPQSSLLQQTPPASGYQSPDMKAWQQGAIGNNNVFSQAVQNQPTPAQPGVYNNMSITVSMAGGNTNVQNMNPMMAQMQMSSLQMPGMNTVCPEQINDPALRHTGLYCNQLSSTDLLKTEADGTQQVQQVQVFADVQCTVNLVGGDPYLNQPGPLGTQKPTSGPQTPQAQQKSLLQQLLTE
NOD2 RIPK2 PPI: blocks binding of human NOD2 to RIPK2. CHO BLA complementation NOD2-RIPK2, CCF4 ratio. AID 624267. 0.38% of 360,000 active. O43353. inhibition, % at 4.98 µM; in the data active = inhibition above about 21%;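 also: 0% = vehicle only and 100% = reference blocker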
TWEAK Fn14 block: blocks TWEAK-Fn14 interaction in a reporter cell assay; AID 1159606; 2% of 360,000 active; inhibition, % at 10 µM; TWEAK-stimulated Fn14 reporter cells, luciferase luminescence, 8 h; in the data active = inhibition above about 50%
LRH-1 inv ag: inverse agonists of human LRH-1 (NR5A2) | HEK293T StAR-luciferase reporter, LRH-1 transfected, 24 h | inhibition, % at 3.6 µM | 0.13% of 360,000 active | AID 602396;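 active = inhibition above the mean inhibition of all tested compounds plus 3 SD, cut at about 73% in these data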;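 also: 0% = DMSO wells and 100% = reporter-only cells lacking LRH-1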
Starred values were filed as active, the others as inactive; u = inconclusive; x = not tested or not shown; & = joins results of further samples. This is a subset. The share of hits here may be higher or lower than overall.

SMILES	NR2F2 inh	NCOA2 inhibitor	Exocytosis inh	TROY signal inh	ABHD5 PLIN5 PPI	TLR9-MyD88 inh	NCOA3 inh	SRC1 inh	NOD2 RIPK2 PPI	TWEAK Fn14 block	LRH-1 inv ag
O=C1CC(=O)Nc2cc(S(=O)(=O)N3CCN(c4cccc(C(F)(F)F)c4)CC3)ccc2N1	-10	5	-1	15	2	-1	1	-6	3	1	2
CCCS(=O)(=O)NC(=O)C1(C)CCN(C(=O)c2cc(C)on2)C1 (stereo not given)	3	10	7	1	-1	x	7	-5	-6	-1	5
CCOc1ccccc1NC(=S)N1CCC(NC(=O)c2ccco2)CC1	-12	14	1	7	-4	5	11	-25	6	10	6
Cc1ccccc1OCC(=O)NNC(=O)C1CC(=O)N(c2ccc3c(c2)OCCO3)C1 (stereo not given)	8	1	5	-1	4	-5	6	-14	-14	11	-6
CN(C)S(=O)(=O)c1cc(NC(=O)CN2CCN(c3ccccc3)CC2)ccc1Cl	-3	8	6	14	3	3	19	7	-8	-5	6
Cc1cc(Nc2ccccc2)nn1C(=O)c1ccc([N+](=O)[O-])cc1	-5	-4	11	-7	2	-1	0	-13	8	-10	1
O=C(COC(=O)c1cccc(Br)c1)NC1CCCCCCC1	-2	-14	-2	-22	-1	2	-9	-4	16	-7	8
COc1cc2[nH]c(C(=O)N3CCN(c4ccc(F)cc4)CC3)cc2c(OC)c1OC	2	20	-3	6	6	1	18	8	-4	-3	12
O=C(Nc1ccccc1N1CCOCC1)c1ccc(Cl)c(S(=O)(=O)N2CCCC2)c1	10	1	-2	-20	3	7	17	-1	-6	7	5
CC1(C(=O)NS(=O)(=O)c2ccc(Cl)cc2)CCN1C(=O)CC1CCCC1 (stereo not given)	3	-36	6	-6	8	x	6	3	-2	-4	14
C=CCN1C(=O)S/C(=C\c2ccc(N3CCOCC3)cc2C)C1=O	-22	-64	-3	21	4	-8	-71	-94	1	48	-69
Cc1cc(Nc2ccc3c(c2)OCCO3)n2nc(C)nc2n1	3	15	4	21	0	-5	24	8	-5	36	8
Cc1cc(=O)oc2cc(OCC(=O)Nc3c(C)n(C)n(-c4ccccc4)c3=O)c(Cl)cc12	12	-41	-2	7	-3	9	-21	-4	0	-3	-1
c1ccc(CC2CCN(Cc3ccccn3)CC2)cc1	-24	6	6	19	3	-11	14	-24	-8	-1	0
C/C(=N\NC(=O)CNC(=O)c1ccc(Br)cc1)c1ccco1	17	7	11	9	1	3	-3	-13	11	4	-2
O=C(CNC(=O)c1cccc(OC(F)F)c1)OCc1cc(=O)n2cc(Br)ccc2n1	-18	2	-4	2	7	-6	23	-15	-3	-4	6
CCn1cc(C(=O)N[C@@H](C)C(=O)NCCCO)c(=O)c2cc3c(cc21)OCO3	2	-43	4	-11	-1	-4	-2	-7	3	-12	6
Cc1nc(CNC(=O)CC2C(=O)NCCN2Cc2cccc(Oc3ccccc3)c2)cs1 (stereo not given)	1	8	-5	16	7	7	-4	2	4	9	3
COC(=O)c1c(NC(=O)C(=O)N2CCCC2)sc2c1CC(C)(C)OC2	-4	-7	-1	-3	-9	3	-5	0	-15	-8	7
Cc1cccc(N2CCN(c3nc(C)cc(C)c3C#N)CC2C)c1 (stereo not given)	13	-22	11	19	4	-6	6	10	-7	-8	-4
C#CCNC(=O)C1=C[C@@H](C(C)(C)C)C[C@@H](OCc2ccc(CO)cc2)O1	4	-4	0	-3	3	3	0	-10	-12	9	2
O=C(Nc1cccc(-c2nnc(-c3ccccc3)o2)c1)C1CCCCC1	-32	-19	12	-28	4	-7	-32	-43	0	7	-18
O=C(NCCNCc1cccs1)c1ccccc1F	-5	-16	-2	10	-1	-8	-6	3	-2	5	-16
Cc1ccc(N=C2NC(=O)CS2)cc1	11	3	-1	4	3	-14	6	-12	1	10	11
COc1ccc(C(=O)NOCc2ccccc2)cc1	-38	-8	-5	47	-2	-9	-97	-108	-3	86*	-103
CCOC(=O)c1ccccc1NS(=O)(=O)c1ccc(S(=O)(=O)N2CCCC2)cc1	5	19	0	6	-7	-9	6	-9	9	-24	-3
O=C(O)C(=O)/C(=C\c1ccsc1)c1ccc2ccccc2n1	-53	-44	-10	-3	3	-4	-99	-90	-4	20	-125
CCOc1[nH]n(-c2ccc(Cl)cc2)c(=O)c1C=NCC(=O)OC	-11	-15	24	4	0	-3	5	-24	-2	9	9
CCOCC(=O)Nc1nc2c(s1)C(=O)CC(C)(C)C2	8	3	1	-3	4	-1	10	11	-2	-16	22
Cc1cccc(NC(=O)C2CCN(S(=O)(=O)c3cccc4nsnc34)CC2)n1	19	12	0	-3	-1	8	8	6	7	0	-2
Cc1ccc(-c2nc3cccnc3s2)cc1NS(=O)(=O)c1cccs1	-12	-21	-3	-13	-7	7	-21	-30	-20	-2	-5
CN(C)c1nc(-c2ccccc2)c2cc(Cl)ccc2n1	-10	-1	1	-21	-1	-1	-5	9	9	8	-5
Cc1ccnc(SCC(=O)c2cccs2)n1	-19	-22	0	-48	6	2	-46	-81	9	-19	-84
CCn1c(=O)c(C(=O)NCc2ccc(OC)c(OC)c2)c(O)c2ccccc21	7	-29	-1	6	1	-5	11	11	9	-14	6
CCC(C)n1c(SCC(=O)NC2CC2)nc2ccccc2c1=O (stereo not given)	-12	2	0	0	-7	-4	-11	-6	-2	-16	0
N#C/C(C(=O)N1CCOCC1)=C1/SC(Cc2ccccc2)C(=O)N1c1ccccc1 (stereo not given)	-10	-11	-1	20	8	-1	7	3	-12	13	12
CCCc1cc(C(=O)Nc2cccc(Cl)c2)no1	-18	-21	-2	-37	1	3	-31	-35	-11	13	-6
O=C1CC2(CCN(S(=O)(=O)c3ccccc3F)CC2)Oc2ccccc21	6	-32	1	12	-7	-4	-20	13	-1	-6	24
COc1ccc(C(=O)NC2CCSc3ccccc32)cc1F (stereo not given)	-4	-9	37	5	-7	-7	-7	6	4	0	4
COc1cc(C(=O)OC(C)CN2CCOCC2)cc(OC)c1OC (stereo not given)	-2&-14	6&-6	-1&8	-7&-2	1&-2	3&-18	7&6	-3&12	-9&-1	-2&-1	-7&-5
Cc1cc(NC(=O)CCC(=O)N(Cc2ccco2)C(C(=O)NC2CCCC2)c2ccccc2)no1 (stereo not given)	-11	8	1	4	6	4	12	5	11	28	14
CS(=O)(=O)c1ccc(Cl)c(NC(=O)CN2CCCC2c2ccc3c(c2)OCCCO3)c1 (stereo not given)	-2	-15	-4	1	3	4	9	4	7	-15	13
O=C(Nc1ccc(Br)cc1F)C1CCCO1 (stereo not given)	-11	1	-1	-11	4	4	-26	3	-3	1	13
CN1CCN(c2ccc(S(=O)(=O)N3CCOCC3)cc2NC(=O)CSCc2ccccc2)CC1	9	-17	1	4	4	-3	-1	-14	3	2	15
Cc1ccc(OCCCN2CCOCC2)cc1	-22	-32	14	-24	12	-2	-27	0	-28	11	-10
COc1ccccc1NC(=O)COc1ccc(C(=O)NCc2ccccc2)cc1OC	-3	-21	3	19	-4	0	4	18	-5	11	-1
O=C1CN(C(=O)COC(=O)COc2ccccc2)c2ccccc2N1	7	4	-4	-6	11	0	22	-16	7	2	-6
O=C(Nc1ccn(Cc2ccccc2)n1)c1ccc2c(c1)OCO2	-43	-27	0	-45	-5	3	-51	-49	-8	-19	-108
Cc1ccc(C(=O)NNC2=NCCC2)cc1	11	11	-2	3	-3	-6	11	4	0	1	4
Cc1ccc(C2C3C(=O)N(c4ccc(C)cc4)C(=O)C3N3CCCN23)cc1 (stereo not given)	-10	-5	-2	-4	9	15	20	-12	2	17	9

(cont.)
SMILES	NR2F2 inh	NCOA2 inhibitor	Exocytosis inh	TROY signal inh	ABHD5 PLIN5 PPI	TLR9-MyD88 inh	NCOA3 inh	SRC1 inh	NOD2 RIPK2 PPI	TWEAK Fn14 block	LRH-1 inv ag
CCS(=O)(=O)Nc1ccc(-c2nnc(SCC(=O)c3ccc(NC(C)=O)c(OC)c3)o2)cc1	-1	-3	-4	-14	2	-3	0	-4	-1	-30	12
CN(c1ccc(C(=O)NCCC2=CCCCC2)cc1)S(C)(=O)=O	-49	-39	10	-28	-1	1	-92	-97	-3	29	-110
Cc1nc2c3c(sc2c(=O)[nH]1)NC(=O)CC3c1ccccc1Cl (stereo not given)	4	-1	-2	11	-5	2	5	-5	-5	6	5
Cc1ccc(S(=O)(=O)N(C)C)cc1NC(=O)COC(=O)CCC(=O)c1ccc(F)cc1	-3	-4	-2	10	6	-3	5	3	-7	-9	-3
Cc1cccc(C2Nc3cccc4cccc(c34)N2)c1	15	-17	0	5	-1	14	3	-24	-2	17	22
CCOC(=O)N1CCN(C(=O)c2cn(CC)c3ccc(S(=O)(=O)N4CCCCC4)cc3c2=O)CC1	-12	4	1	-7	-1	-8	9	-44	3	-6	-17
COc1ccc(Nc2ccccc2N)cc1	18	10	2	6	3	-2	6	-11	-2	23	-1
Cc1nn(-c2ccccc2)c(Cl)c1/C=N\NC(=O)c1cncc(Br)c1	-1	10	-1	-9	3	2	1	-9	-3	5	18
Nc1nc(C(F)(F)F)cc(=O)n1N	-6	20	7	2	3	-7	-11	-10	-5	1	5
CCCNC(=O)NC(=O)CSc1nc(C)cs1	-5	-40	-2	17	5	-2	4	-32	5	-10	16

Copied from the list.
Entry for CN(c1ccc(C(=O)NCCC2=CCCCC2)cc1)S(C)(=O)=O under Exocytosis inh: 10
Entry for CCCNC(=O)NC(=O)CSc1nc(C)cs1 under TLR9-MyD88 inh: -2

Following part
SMILES	NR2F2 inh	NCOA2 inhibitor	Exocytosis inh	TROY signal inh	ABHD5 PLIN5 PPI	TLR9-MyD88 inh	NCOA3 inh	SRC1 inh	NOD2 RIPK2 PPI	TWEAK Fn14 block	LRH-1 inv ag
CN(Cc1ccccc1)S(=O)(=O)c1ccc(OCC(=O)NCc2ccccn2)cc1	-4	-20	11	4	-9	1	-19	-14	2	22	-15
COC(=O)c1c(NC(=O)c2cccc([N+](=O)[O-])c2)sc(C(N)=O)c1C	-18	-10	u	-21	-2	5	39	44	10	-40	65
CCCc1c(OCCCOc2ccc(OCC(=O)O)cc2)ccc(C(C)=O)c1O	-1	-10	0	13	-13	5	2	12	-9	-19	-8
Cn1c(=O)c2c(nc(CN3CCN(CCO)CC3)n2Cc2ccccc2Cl)n(C)c1=O	15	2	2	5	5	6	6	-4	-1	-2	8
COc1cc(/C=N/Nc2nc3ccccc3s2)ccc1OC(=O)c1ccccc1F	-9	-48	-4	-31	0	2	-94	-29	-13	-18	-9
Cc1nnc(NC(=O)CSc2nnc(CNC(=O)c3ccccc3)o2)s1	-19	11	35	-8	4	-1	9	-5	0	3	-13
COc1cccc(C(=O)Cn2c(Br)nc3c2c(=O)n(C)c(=O)n3C)c1	4	17	-1	4	-7	8	9	2	7	3	-9
COc1c(Cl)cc(C(=O)O)cc1Cl	-8	-14	-5	-5	-8	-4	-1	-2	-7	-2	7
CN(CCc1ccccn1)C(=O)CC1C(=O)NCCN1Cc1ccccc1C(F)(F)F (stereo not given)	-6	-21	-4	-7	-3	-4	6	4	-1	9	2
O=C(N1CCN(c2ccccc2F)CC1)C12CC3CC(CC(C3)C1)C2	15	7	-1	-3	-1	5	-10	4	3	7	4

High-throughput results from PubChem.
